From PubChem
Tb PFK inh = blocks T. brucei phosphofructokinase; T. brucei PFK, ADP-Glo luminescence; 330,000 tested, 0.17% active; O15648; Potency, µM (series often up to 57.5 µM), for the others: at the highest dose activity, negative = inhibition, most hits filed as inhibitors;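 also: potency is read from the fitted curve at half-maximal effect; 0% = uninhibited 1x PFK enzyme wells and -100% = no-enzyme wells; nearly all actives have a fitted effect of over 60% in size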
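In TEA buffer at pH 8.0 with 5 mM MgCl2, enzyme (1.25 nM) converted F6P (0.5 mM) and ATP (0.1 mM) for 45 min at room temperature. ADP product was read by luciferase luminescence.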
GALK inhibitor = galactokinase (human) inhibition | P51570 | Purified GALK, Kinase-Glo residual ATP luminescence | Potency, µM (highest dose often 57.5 µM), for inactives: at the top dose activity change, negative = inhibition, usual class: inhibitors | 270,000 tested, 0.007% active | AID 1868; also: potency is read from the fitted curve at half-maximal effect; % is scaled to controls: 0 for no effect and ±100 for the full control effect
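Human GALK (5 nM) with 35 uM ATP and 100 uM galactose in 20 mM HEPES pH 8.0, 5 mM MgCl2, 60 mM NaCl, 1 mM DTT, 0.01% BSA. After 1 h at room temperature, leftover ATP was read by Kinase-Glo Plus luminescence.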
ASM inhibitor = human S-ASM enzyme inhibition. placental ASM, HMU-PC fluorogenic substrate, 60 min. Potency, µM (series often up to 57.5 µM), for inactives: at the highest dose activity change, negative = inhibition, hits mostly inhibitors. 340,000 tested, 0.006% active. AID 504937; also: potency is read from the fitted curve at half-maximal effect
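Fluorogenic HMU-PC substrate (9 uM final) is turned over by placental ASM in 60 min at 37 C after a 10 min compound preincubation. Reaction ended by alkaline stop (pH 10), with fluorescence read at 386/447 nm.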
a7 integrin act = activates integrin-mediated alleviation for muscular dystrophy. alpha7betagal myoblasts, beta-gal FDG fluorescence, 48 h. Potency, µM (series often up to 38.3 µM), without a hit: at the highest dose activation, usual class: activators. AID 624291. 350,000 tested, 0.064% active;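 also: potency is read from the fitted curve at half-maximal effect; 100% = response of the positive control SU9516; nearly all actives have a fitted effect of over 60% in size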
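Alpha7betagal+/- myoblasts (passage 13) were plated 16-24 hr, then exposed to compounds (1:260 dilution of DMSO stock) for 48 hours at 37C. After MPER lysis, β-galactosidase reporter activity was read as FDG fluorescence (ex 480/em 540) after 30 minutes.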
PTAP TSG101 blk = blocks PTAP/TSG101 interaction to inhibit HIV-1 budding | Fluorescence polarization, FITC-PTAP peptide / Tsg101 binding | Potency, µM (series often up to 115 µM), for inactives: at the top dose activity change, negative = inhibition, hits mostly inhibitors | 340,000 tested, under 10 active | AID 493005; active = well fitted inhibition curve with a large enough effect in the main read-out, with a control signal flat, not every such curve was filed as active; inconclusive = small, poorly fitted or top-dose-only effect, or effect the other way, or a change in a side signal; inactive = no such curve, though single readings can be large or run the other way; also: potency is read from the fitted curve at half-maximal effect; % of control where 0% means no effect
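Steps: Tsg101 binding domain dispensed (10 uM final), compounds pinned in DMSO, FITC-labeled PTAP-motif peptide added (50 nM final); after 20 min binding at room temperature, polarization measured.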
PKM2 act = increases activity of human pyruvate kinase M2; AID 1631; P14618; Potency, µM (highest dose often 57.5 µM), for the others: top-dose activation, most hits filed as activators; purified PKM2, Kinase-Glo ATP luminescence, activation; response scale: 0% is enzyme alone, no compound; 260,000 tested, 0.34% active; also: potency is read from the fitted curve at half-maximal effect; % is scaled to controls: 0 for no effect and ±100 for the full control effect; nearly all actives have a fitted effect of over 55% in size
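ATP formation by purified human PK-M2, quantified via coupled luciferase luminescence after 1 h at room temperature with 0.1 mM ADP and 0.5 mM PEP final.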
FBPA coupling cs = counter-screen for Giardia aldolase inhibitors: coupling enzyme system; coupling enzyme system counterscreen, AmpLite Red fluorescence; activity change, negative = inhibition, % at 58.2 µM, hits read low; 290,000 tested, 0.67% active; AID 2472; in the data active = activity change below about -30%; also: % is scaled to controls: 0 for no effect and ±100 for the full control effect
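Activity here indicates interference with the coupling reaction, not aldolase inhibition. Compounds at 57.5 uM final met coupling enzymes for 10 min at RT; substrate and AmpLite Red detection followed, with a 525/598 nm fluorescence read after 20 min.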
Menin MLL FP TR = displaces Texas Red mutant MLL peptide from human menin | Potency, µM (highest dose often 61.6 µM), without a hit: at the top dose FP activity change, negative = inhibition, actives largely listed as inhibitors | Menin + Texas Red MLL mutant peptide, fluorescence polarization | AID 1768 | 270,000 tested, 0.23% active | O00255; active = well fitted inhibition curve with a large enough effect in the polarisation, with a control signal flat, not every such curve was filed as active; inconclusive = small, poorly fitted or top-dose-only effect, or effect the other way, or a change in a side signal; inactive = no such curve, though single readings can be large or run the other way; the % refers to the polarisation; also: potency is read from the fitted curve at half-maximal effect; % of control where 0% means no effect; many of its hits are not listed in these tables
Target sequence (O00255 whole entry, looked up): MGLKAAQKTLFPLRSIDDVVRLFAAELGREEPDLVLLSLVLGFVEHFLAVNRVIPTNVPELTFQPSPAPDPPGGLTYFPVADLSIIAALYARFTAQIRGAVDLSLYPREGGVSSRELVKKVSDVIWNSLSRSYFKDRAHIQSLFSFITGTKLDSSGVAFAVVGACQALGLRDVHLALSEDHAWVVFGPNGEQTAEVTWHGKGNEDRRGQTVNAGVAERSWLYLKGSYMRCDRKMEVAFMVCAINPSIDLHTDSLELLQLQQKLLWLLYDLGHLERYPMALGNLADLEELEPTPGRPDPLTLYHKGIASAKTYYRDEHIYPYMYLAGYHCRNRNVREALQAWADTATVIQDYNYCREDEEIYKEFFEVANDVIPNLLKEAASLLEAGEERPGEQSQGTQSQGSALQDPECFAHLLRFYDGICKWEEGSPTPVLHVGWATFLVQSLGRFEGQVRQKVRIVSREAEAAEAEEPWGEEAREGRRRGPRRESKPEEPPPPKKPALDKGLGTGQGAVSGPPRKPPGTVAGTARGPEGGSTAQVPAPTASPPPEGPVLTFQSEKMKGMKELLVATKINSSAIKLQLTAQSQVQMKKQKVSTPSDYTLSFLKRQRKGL
B2AR arrestin = agonists driving beta-arrestin recruitment to human beta2-adrenergic receptor; Potency, µM (titrated, usually from 46.1 µM), inactives show top-dose activation, hits mostly activators; 330,000 tested, 0.02% active; P07550; beta-arrestin recruitment to beta2AR, cell-based reporter; AID 492947;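 also: potency is read from the fitted curve at half-maximal effect; 0% = DMSO controls and full agonism = EC100 isoproterenol or metaproterenol; nearly all actives have a fitted effect of over 65% in size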
Target sequence (P07550 whole entry, looked up): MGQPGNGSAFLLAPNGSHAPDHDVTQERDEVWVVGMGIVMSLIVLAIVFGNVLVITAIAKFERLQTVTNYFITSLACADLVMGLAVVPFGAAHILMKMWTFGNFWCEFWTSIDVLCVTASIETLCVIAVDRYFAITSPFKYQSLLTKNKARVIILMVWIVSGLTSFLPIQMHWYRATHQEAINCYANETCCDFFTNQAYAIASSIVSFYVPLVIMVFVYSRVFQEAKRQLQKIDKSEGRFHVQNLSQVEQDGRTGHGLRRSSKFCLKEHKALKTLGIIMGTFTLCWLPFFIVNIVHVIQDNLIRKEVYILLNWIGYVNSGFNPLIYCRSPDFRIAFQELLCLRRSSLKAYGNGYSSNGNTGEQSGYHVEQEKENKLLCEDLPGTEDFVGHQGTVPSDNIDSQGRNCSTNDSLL
Giardia kill = Giardia lamblia killing. activity change, % at 7.66 µM, hits read low. 340,000 tested, 0.15% active. AID 540267. Giardia lamblia trophozoite viability; in the data active = activity change below about -80%; inconclusive = between about -30% and that limit;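 also: parasites exposed to compound for two days anaerobically before the ATP read; % is scaled to controls: 0 for no effect and ±100 for the full control effect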
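Viability, read as ATP luminescence: trophozoites at 100 cells/well, compound added, 48 hrs anaerobic at 37 deg C, then 15-30 min room-temperature development before reading.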
BCR signal inh = inhibitors of chronic active B-cell receptor signaling. ABC-DLBCL IkBa-CBG/CBR reporter, luminescence ratio, 4 h. Potency, µM (doses to about 46.1 µM), for the others: at the highest dose ratio change, negative = lower green/red ratio, usual class: inhibitors. 340,000 tested, 0.05% active. AID 493014; active = well fitted inhibition curve with a large enough effect in the signal ratio, with a control signal flat, not every such curve was filed as active; inconclusive = small, poorly fitted or top-dose-only effect, or effect the other way, or a change in a side signal; the % refers to the signal ratio;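 also: potency is read from the fitted curve at half-maximal effect; plate controls were basal doxycycline-induced cells for no effect and cells given 10 µM MG132 for full effect; MG132 reads +100%, hits lower the ratio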
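TMD8 human ABC-DLBCL cells with doxycycline-inducible IκBα–green luciferase fusion and unfused red luciferase, in 0.5% FBS medium; compounds up to 46 uM, 4 h at 37C. Green/red luminescence ratio, filter-overlap corrected, fitted to concentration-response curves.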
* = called active by the depositor; ? = inconclusive; / = not tested or not shown; & = joins results of further samples; [ ] = dose if it differs, or a comment. Unless noted, calls follow the shape of the dose curve; as a rule, active = well fitted curve in the direction sought with a large enough effect; inconclusive = small, poorly fitted or top-dose-only effect, or another doubt; inactive = no such curve, though single readings can be large; an effect the other way counts as inactive or inconclusive.

Order of results – GALK inhibitor, B2AR arrestin, Giardia kill, Menin MLL FP TR, FBPA coupling cs, ASM inhibitor, a7 integrin act, PKM2 act, PTAP TSG101 blk, BCR signal inh, Tb PFK inh
Cc1cccc(NC(=O)c2ccccc2NC(=O)c2ccccc2)n1
→ /, -0.1%, -16, 8%, 2, -1%, -10%, /, -4%, ?, 2%
COc1cccc(/C=N/Nc2ncnc3scc(-c4ccccc4)c23)c1O
→ /, -0.6%, -17, ?, -6, -23%, -16%, -3%, 1%, ?, 9%
CCc1nnc(SCC(=O)Nc2ccccc2Cl)nc1CC
→ 1%, -0.1%, 5, ?, 2, -1%, -22%, 0%, 2%, -19%&-12%, -1%
O=C(CNC(=O)c1ccccc1Br)N/N=C\c1cc([N+](=O)[O-])cc(Br)c1O
→ 3%, -0.4%, 6, ?, 18, -1%, -11%, 0%, -3%, -1%, 6%
CC(C)(C)c1ccc(OCC(=O)Nc2ccncc2)c(Br)c1
→ -11%, -1.1%, -27, 10%, 1, -7%, -31%, -3%, 4%, -16%, -1%
O=C(Cn1cccc1)NC1CCCCCC1
→ -1%, -0.7%, 7, /, 0, 6%, 3%, -2%, -7%, 3%, 0%
CCOC(=O)C(NCc1ccc2c(c1)OCO2)(NC(=O)c1ccccc1)C(F)(F)F (stereo not given)
→ -4%, 0.0%, 5, -15%, -2, 2%, -5%, -1%, -5%, -21%, -3%
CC1(C)CCCC2=C1CC1C(=O)N(Cc3cccnc3)C(=O)C1C2 (stereo not given)
→ -1%, 0.4%, -8, -1%, 4, 4%, 43%, -1%, -2%, 7%, 1%
CN(C1CCCCC1)S(=O)(=O)c1cccc(C(=O)Nc2ccccn2)c1
→ /, 0.3%, -1, /, /, -5%, -11%, /, -5%, 5%, -3%
COc1ccc(NC(=O)c2cn(CCC#N)nc2-c2cc3ccccc3o2)cc1
→ 1%, 0.0%, 9, ?, -1, 1%, -19%, -13%, 3%, -8%, 0%
c1ccc(CNc2nc3ccccc3n3cnnc23)nc1
→ 2%, -0.8%, 3, -12%, -3, -2%, 6%, 0%, -3%, ?, -3%
Cc1ccc(S[C@@H](CCN2CC[C@H](C(C)(C)C)CCC2=O)c2ccccc2)cc1
→ /, 0.5%, -20, -5%, 0, -13%, -27%, 10%, /, 18%, 0%
O=C1CCc2cc(S(=O)(=O)N3CCCC3C(=O)N3CCN(c4ccccc4F)CC3)ccc2N1 (stereo not given)
→ 1%, 0.2%, -5, -15%[11.7 µM], -2, -2%, 7%, 0%, -3%, 4%, -1%
Cc1ccc(-c2csc(N(CCO)CCCn3c(C(F)(F)F)nc4ccccc43)n2)cc1
→ /, -1.0%, -8, -3%, -4, -21%, 0%, 3%, 0%, 18%, 0%
O=C(CN1CCCC1)N1CCCC(c2ccc(F)cc2)c2ccc(F)cc21 (stereo not given)
→ /, -0.5%, 7, -22%, -2, 1%, -32%, 11%, -2%, ?, -2%
Cc1cccc2c1cnn2C(=O)Nc1ccccc1Br
→ -1%, 0.0%, 3, -1%, -1, 1%, ?, /, -4%, 2%, 0%
O=C(NCCNc1ccnc2cc(Cl)ccc12)c1ccccc1F
→ -2%, 0.1%, 31[activator], 3%, 1, 10%, -35%, -1%, 0%, 1%, 1%
O=S(=O)(Nc1ccc(C(F)(F)F)cc1)c1cccs1
→ 5%, -0.2%, -21, 44%[activator], 4, 0%, -2%, /, -4%, 0%, -6%
O=C(CCl)N1CCN(C(=O)C2COc3ccccc3O2)CC1 (stereo not given)
→ /, -0.4%, 10, /, /, 2%, -74%[inhibitor], /, 0%, ?, 0%
CCOC(=O)c1ccc(NC(=S)NCc2cccnc2)cc1
→ 1%, -0.5%, 7, 17%, 5, -1%, -14%, -8%, -2%, ?, -2%

Some of these compounds in order of length of the SMILES, descending.
Order of results – GALK inhibitor, B2AR arrestin, Giardia kill, Menin MLL FP TR, FBPA coupling cs, ASM inhibitor, a7 integrin act, PKM2 act, PTAP TSG101 blk, BCR signal inh, Tb PFK inh
O=C1CCc2cc(S(=O)(=O)N3CCCC3C(=O)N3CCN(c4ccccc4F)CC3)ccc2N1 (stereo not given)
→ 1%, 0.2%, -5, -15%[11.7 µM], -2, -2%, 7%, 0%, -3%, 4%, -1%
c1ccc(CNc2nc3ccccc3n3cnnc23)nc1
→ 2%, -0.8%, 3, -12%, -3, -2%, 6%, 0%, -3%, ?, -3%
Cc1cccc2c1cnn2C(=O)Nc1ccccc1Br
→ -1%, 0.0%, 3, -1%, -1, 1%, ?, /, -4%, 2%, 0%

Next part:
Order of results – GALK inhibitor, B2AR arrestin, Giardia kill, Menin MLL FP TR, FBPA coupling cs, ASM inhibitor, a7 integrin act, PKM2 act, PTAP TSG101 blk, BCR signal inh, Tb PFK inh
c1ccc(Cc2noc(CN3CCN(C4CCc5ccccc5C4)CC3)n2)cc1 (stereo not given)
→ 0%, -0.1%, -7, -18%, -3, 2%, -18%, -3%, -1%, ?, -1%
C=CCNc1nc2ccccc2nc1NS(=O)(=O)c1cccc(C)c1
→ /, 0.2%, 6, 18%, 8, 12%, 40%, /, 0%, ?, -11%
Cc1cccc(C)c1N1CCN(S(=O)(=O)N2CCCCC2)CC1
→ -2%, -0.8%, -1, ?, 3, -3%, 16%, -6%, -1%, -2%, -9%
O=C(NCc1ccc(Cl)cc1)C(=O)N/N=C/c1ccc(Br)cc1
→ 0%, 0.0%, 26, ?, 0, 0%, 10%, 9%, -3%, 3%, 0%
C#CC(CC)(CC)NC(=O)NC1CCCCC1
→ 0%, 0.4%, ?, -4%, 4, 2%, 17%, 0%, 1%, 1%, 3%
OCc1cn(-c2ccccc2)nc1-c1ccc2c(c1)OCCO2
→ -2%, -0.2%, -4, /, -1, 2%, ?, 1%, -3%, ?, -2%
Cc1ccc(-n2cnc3sc(C)c(C)c3c2=O)cc1
→ -1%, -0.1%, -6, ?, 3, 4%, 7%, -2%, 0%, ?, 8%
COc1ccc(C(=O)N/N=C(\C)CC(=O)Nc2ccc(Cl)cn2)cc1
→ 3%, 0.5%, 14, /, -1, 4%, 16%, 0%, -10%, ?, 0%
CC(C)N(Cc1ccccc1)C(=O)CN1C(=O)c2ccccc2C1=O
→ -3%, -0.6%, 17, 0%, 1, 0%, -1%, 0%, -6%, -4%, -1%
CCN(CC)S(=O)(=O)c1ccc(Cl)c(C(=O)NCc2ccccc2Cl)c1
→ 3%, 0.4%, 1, 10%, -1, 0%, -15%, -4%, 0%, 3%, 0%
COc1cc(NC(=O)CN2CCN(S(=O)(=O)/C=C/c3ccccc3)CC2)cc(OC)c1OC
→ /, -0.1%, -16, /, /, -3%, 18%, /, -2%, ?, 0%
C/C(=N\NC(=O)C1COc2ccccc2O1)c1ccc(N2CCOCC2)cc1 (stereo not given)
→ 6%, 0.3%, 37[activator], -8%, 1, 9%, 12%, -3%, 3%, -10%, -10%
CCc1ccc(OCCCC(=O)Nc2cccc(C(=O)O)c2)cc1
→ -3%, -1.1%, -26, /, 8, 0%, 4%, -3%, -3%, ?, 2%
CC(=O)NN1C(=O)c2ccccc2NC1c1ccccc1F (stereo not given)
→ -1%, 0.3%, 14, -17%, 4, 159%[activator], 38%, /, -4%, 0%, -7%
CCC(=O)Nc1ccc(C(=O)N/N=C/c2c(C)[nH]c3ccccc23)cc1
→ 3%, -0.6%, 32[activator], ?, 0, 1%, -22%, -1%, 1%, ?, 3%
CCc1nc(C)cn1S(=O)(=O)c1cc(C)c(OC)cc1C
→ 2%, 0.0%, 16, 1%, 3, 3%, 9%, 0%, -1%, 13%, 1%
COc1ccc(/C=C/C(=O)N/C(=C\c2ccco2)C(=O)NCCc2nc3ccccc3[nH]2)cc1
→ -1%, -0.4%, -9, -7%, 0, -1%, -5%, 6%, -10%, ?, 3%
COc1ccc(C(=O)N2CCCC(CCC(=O)N3CCN(c4ccccn4)CC3)C2)cc1 (stereo not given)
→ -2%, -0.7%, -8, -7%, -1, 4%, 0%, 4%, 0%, 1%, 0%
O=C(CN1C(=O)COc2ccc(S(=O)(=O)N3CCCC3)cc21)NC1CC1
→ /, -0.3%, 10, /, -2, 6%, -7%, -5%, -1%, 3%, -7%
C(=N\n1cnnc1)/c1cccc2ccccc12
→ 3%, -2.0%, -11, -1%, 0, 0%, 5%, -3%, -2%, -4%, 0%

These rows are one share of the data; the hit share may differ from the screen's.
